High-throughput results: PubChem, several laboratories
Yfh1-off respiration: enhancers of respiration in Yfh1-depleted yeast, dose response, Friedreich's ataxia, plus single-dose screen (AID 1465); 0.074% of 220,000 active; fold induction at 50 µM, or EC50 in µM where a hit was titrated; S. cerevisiae Yfh1-off respiration, WST-1 reduction, 72 h; higher fold induction means a stronger effect;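 active = fold induction of absorbance versus untreated yeast above a set limit, then at least 30% activation at any dose in follow-up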;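 note: activators that raise dye reduction in frataxin-depleted yeast; strong numbers were not always called active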
GPR55 activation: selective activators of receptor GPR55 – imaging, U2OS cells, beta-arrestin-GFP redistribution, primary screen (AID 1961). 0.048% of 290,000 active. U2OS GPR55 beta-arrestin-GFP redistribution imaging; higher % means a stronger effect. activation, % at 10 µM, or EC50 in µM where a hit was titrated;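 active = activation above 40% with more than 50 cells counted in the well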;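 note: U2OS osteosarcoma cells stably expressing GPR55 and beta-arrestin-GFP; plate controls were DMSO negative control for no effect and LPI positive control for full effect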
NOD1 NF-kB reporter: inhibition of NOD1-driven NF-kB reporter – cell-based, luminescence, uHTS, primary screen (AID 1578); inhibition, % at 4 µM, or EC50 in µM where a hit was titrated; NOD1-driven NF-kB luciferase reporter cells, luminescence; higher % means a stronger effect; 1% of 290,000 active; in the data active = inhibition mostly above about 36%, no sharp cut-off; inactive = mostly below about 34%;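 note: HEK-293T reporter cells stimulated with the NOD1 agonist gamma-tri-DAP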
NOD2 inhibition: inhibition of NOD2-driven NF-kB reporter – cell-based, luminescence, uHTS, HEK293 (AID 1566) | HEK293 NOD2/NF-kB luciferase reporter, luminescence; higher % means a stronger effect | one-dose inhibition, % at 4 µM; EC50 in µM for titrated hits | 0.63% of 290,000 active; note: many of its hits are not listed in these tables
CSM14.1 death rescue: protection against thapsigargin-triggered cell killing – 384-well, CSM14.1, ATP luminescence, primary screen (AID 1222) | 190,000 tested, under 10 active | one-dose cellular ATP content (survival), % at 20 µM; EC50 in µM for titrated hits | CSM14.1 thapsigargin-induced death rescue, ATP luminescence; higher % means a stronger effect;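 active = EC50 below 50 µM in the dose-response confirmation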;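 note: death triggered by thapsigargin at about 15 µM added after 2 h compound pretreatment; cell ATP read after overnight thapsigargin exposure of roughly 18 to 22 hours; normalized against plate controls of thapsigargin alone and 5% DMSO vehicle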
KOR beta-arrestin-1: kappa opioid receptor blockers – cell-based, luminescence, uHTS (AID 1778). 0.091% of 290,000 active. KOR beta-arrestin recruitment, luminescence, antagonist mode; higher % means a stronger effect. inhibition, % at 10 µM; hits with a dose series show IC50 in µM; note: strong numbers were not always called active
KOR beta-arrestin-2: kappa opioid receptor activators – cell-based, luminescence, uHTS, primary screen (AID 1777) | activation, % at 10 µM, or EC50 in µM where a hit was titrated | 0.02% of 280,000 active | KOR beta-arrestin recruitment, luminescence; higher % means a stronger effect; in the data active = activation above about 50%, passing the limit was not always enough; note: a part of the inactive calls stands beside numbers as strong as those of hits
NTR1 ag: agonists of NTR1, primary screen, imaging, U2OS cells, beta-arrestin-GFP, high content (AID 493036); P30989; NTR1-U2OS beta-arrestin-GFP spot imaging, agonist mode; activation, % at 20 µM; 0.17% of 330,000 active;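 active = activation at or above 40% of the spot to cytoplasm intensity ratio, with at least 20 cells analyzed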;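 note: 0% = DMSO without peptide and 100% = 100 nM NTR1 peptide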
Target sequence (P30989 whole entry, looked up): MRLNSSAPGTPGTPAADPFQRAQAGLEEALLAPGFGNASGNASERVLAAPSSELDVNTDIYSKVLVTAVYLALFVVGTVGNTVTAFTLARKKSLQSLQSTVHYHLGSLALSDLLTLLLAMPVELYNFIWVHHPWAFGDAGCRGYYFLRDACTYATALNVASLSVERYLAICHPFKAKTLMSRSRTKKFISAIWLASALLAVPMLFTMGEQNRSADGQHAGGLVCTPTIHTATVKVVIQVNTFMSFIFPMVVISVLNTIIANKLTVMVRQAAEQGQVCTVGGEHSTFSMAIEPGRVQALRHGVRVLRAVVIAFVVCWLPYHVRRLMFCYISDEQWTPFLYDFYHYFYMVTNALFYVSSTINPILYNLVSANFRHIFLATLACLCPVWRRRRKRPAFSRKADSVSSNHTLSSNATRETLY
TNAP activators: human TNAP enzyme activators, primary screen, biochemical, luminescent, no phosphate acceptor, uHTS (AID 1001); purified TNAP, luminescent activation assay, no phosphate acceptor; higher activation fold means a stronger effect; activation fold at 20 µM; hits with a dose series show EC50 in µM; 0.03% of 200,000 active; in the data active = activation fold from about 3, or a potency from the dose series; inactive = the rest, 99 in 100 with activation fold below about 1.6; note: many of its hits are not listed in these tables
NTR1 ag cell count 20 µM: further read-out of NTR1 ag, marked with its call; cell count; measured here: cell count, cytotoxicity flag
Numbers without * were called inactive; i = inactive; x = no result given; [ ] = another dose, or the depositor's remark. Cut-off read from the data, not from the text of the source, unless noted: active = inhibition above about 50%; inactive = the rest. An excerpt; rates above refer to the full screens.

SMILES	Yfh1-off respiration	GPR55 activation	NOD1 NF-kB reporter	NOD2 inhibition	CSM14.1 death rescue	KOR beta-arrestin-1	KOR beta-arrestin-2	NTR1 ag	NTR1 ag cell count 20 µM	TNAP activators
Nc1nc(SCCC(F)=C(F)F)n[nH]1	i	-0.1%	-17%	17%	1.4%	0%[20 µM]	-5.7%	0.4	42	0.9
CCCCCn1c(=O)c(C(=O)NCCc2ccccc2)c(O)c2ccccc21	x	0.0%	-35%	12%	x	-54%[20 µM]	3.9%	-0.6	65	x
CCOC(=O)[C@@]1(C#N)C(c2ccc(Cl)c(Cl)c2)[C@H](C(N)=O)N2C=C(C(C)=O)C=C[C@H]21 (stereo not given in full)	i	-0.1%	-8%	-8%	-2.1%	-8%	7.3%	0.7	69	1
Cc1cc(C(=O)CCl)c(C)n1CCc1ccccc1	i	-0.1%	13µM*	x	-4.3%	-13%	-1.2%	16	31	1.1
O=C(Cn1nc(-c2ccccc2)ccc1=O)N1CCC2(CC1)OCCO2	i	2.3%	-12%	-1%	-1.2%	-7%	8.5%	1.7	46	1.1
O=[N+]([O-])c1ccc(N2CCNCC2)cc1NC1CC1	x	0.3%	10%	3%	-0.8%	-21%	4.8%	5.7	57	0.9
Nc1ccccc1C(=O)OCCOc1ccccc1	i	0.2%	-72%	-180%	-2.1%	20%	0.1%	-0.3	44	1.1
Cc1cccc(C)c1NC1=NCCCS1	i	-0.2%	6%	-18%	2.0%	2%	8.5%	-0.8	70	1.1
Cc1cc(OC(=O)c2ccco2)c2c3c(c(=O)oc2c1)CCCC3	i	-0.1%	26%	38%	-0.2%	-3%	1.2%	3.4	70	1.1
O=C1NCCN2CCCC12 (stereo not given)	i	-0.1%	14%	8%	-1.4%	-19%	17%	-2.0	56	1.1
CCC(C)N1C(=O)/C(=C\c2cc3c4c(c2)CCCN4CCC3)C(=O)NC1=S (stereo not given)	i	-0.2%	-26%	6%	1.1%	17%	2.0%	4.0	71	0.6
O=c1[nH]c(=S)n(CCC2=CCCCC2)c(O)c1/C=N/N1CCOCC1	i	-0.1%	-7%	16%	x	-7%	0.9%	0.5	50	x
CCN(CC)P(=O)(c1nccn1C)N(CC)CC	i	0.2%	-28%	7%	-0.4%	10%	-5.8%	-0.6	31	1
Cc1oc(-c2ccccc2Cl)nc1CSc1nc2c(c(=O)[nH]1)CCCC2	i	-0.1%	8.5µM*	0.73µM*	x	-23%	6.2%	12	59	x
Cc1ccc(N/N=C/c2c(O)n(-c3ccccc3)c(=O)[nH]c2=O)cc1	i	-1.0%	-46%	-68%	-1.2%	-11%	-1.3%	0.9	64	1.1
Cc1nn(Cc2ccc(Cl)cc2Cl)c(Cl)c1C(=O)O	i	-0.1%	-20%	16%	-0.3%	8%	-1.5%	-0.7	27	1.1
COc1ccc2c(c1)c(C(=O)O)c(C)n2C(C)C	i	-0.3%	-11%	10%	-1.4%	23%	-6.9%	0.9	69	1.1
Fc1c(F)c(F)c(N2CCNCC2)c(F)c1F	i	-0.3%	-25%	13%	x	8%	-2.3%	-1.2	53	1.1
COc1ccc(CCNCc2ccc(Br)cc2)cc1OC	x	-0.1%	1%	-7%	x	0%	0.5%	1.5	83	x
O=C(Cc1ccc(Br)cc1)N1CCN(Cc2ccccc2)CC1	i	-0.2%	-3%	-22%	-3.1%	-45%	3.8%	-0.4	77	1

Ordered by number of heavy atoms (high to low): some entries from above
SMILES	Yfh1-off respiration	GPR55 activation	NOD1 NF-kB reporter	NOD2 inhibition	CSM14.1 death rescue	KOR beta-arrestin-1	KOR beta-arrestin-2	NTR1 ag	NTR1 ag cell count 20 µM	TNAP activators
CCOC(=O)[C@@]1(C#N)C(c2ccc(Cl)c(Cl)c2)[C@H](C(N)=O)N2C=C(C(C)=O)C=C[C@H]21 (stereo not given in full)	i	-0.1%	-8%	-8%	-2.1%	-8%	7.3%	0.7	69	1
CCCCCn1c(=O)c(C(=O)NCCc2ccccc2)c(O)c2ccccc21	x	0.0%	-35%	12%	x	-54%[20 µM]	3.9%	-0.6	65	x
CCC(C)N1C(=O)/C(=C\c2cc3c4c(c2)CCCN4CCC3)C(=O)NC1=S (stereo not given)	i	-0.2%	-26%	6%	1.1%	17%	2.0%	4.0	71	0.6
Cc1oc(-c2ccccc2Cl)nc1CSc1nc2c(c(=O)[nH]1)CCCC2	i	-0.1%	8.5µM*	0.73µM*	x	-23%	6.2%	12	59	x
Cc1cc(OC(=O)c2ccco2)c2c3c(c(=O)oc2c1)CCCC3	i	-0.1%	26%	38%	-0.2%	-3%	1.2%	3.4	70	1.1
O=C(Cc1ccc(Br)cc1)N1CCN(Cc2ccccc2)CC1	i	-0.2%	-3%	-22%	-3.1%	-45%	3.8%	-0.4	77	1
COc1ccc(CCNCc2ccc(Br)cc2)cc1OC	x	-0.1%	1%	-7%	x	0%	0.5%	1.5	83	x
Cc1nn(Cc2ccc(Cl)cc2Cl)c(Cl)c1C(=O)O	i	-0.1%	-20%	16%	-0.3%	8%	-1.5%	-0.7	27	1.1
COc1ccc2c(c1)c(C(=O)O)c(C)n2C(C)C	i	-0.3%	-11%	10%	-1.4%	23%	-6.9%	0.9	69	1.1
Fc1c(F)c(F)c(N2CCNCC2)c(F)c1F	i	-0.3%	-25%	13%	x	8%	-2.3%	-1.2	53	1.1
Cc1cccc(C)c1NC1=NCCCS1	i	-0.2%	6%	-18%	2.0%	2%	8.5%	-0.8	70	1.1
O=C1NCCN2CCCC12 (stereo not given)	i	-0.1%	14%	8%	-1.4%	-19%	17%	-2.0	56	1.1

Further results follow.
SMILES	Yfh1-off respiration	GPR55 activation	NOD1 NF-kB reporter	NOD2 inhibition	CSM14.1 death rescue	KOR beta-arrestin-1	KOR beta-arrestin-2	NTR1 ag	NTR1 ag cell count 20 µM	TNAP activators
CN1CCc2c(c(N3CCCCC3)nc3n[nH]c(N)c23)C1	i	-0.1%	x	-4%	x	12%	-0.2%	-0.9	67	1.1
CCCCc1nc2ccccc2c(=O)n1-c1ccc(O)cc1	i	-0.2%	10%	7%	-2.6%	-28%	-4.1%	1.9	56	1
CC(=NC(C)c1ccccc1)c1c(O)[nH]c(=O)[nH]c1=O (stereo not given)	i	-0.1%	-30%	0%	-0.9%	-48%	-0.2%	-1.3	57	1
CN(C)C(=O)Oc1cccc(NC(=O)c2ccccc2C(F)(F)F)c1	i	-0.1%	-14%	15%	x	-16%	3.4%	0.8	39	x
C=CCn1cc(C=C2C(=O)N(C)C(=O)N(C)C2=O)c2ccccc21	x	0.0%	0%	1%	x	-2%	-2.7%	-0.8	82	x
Cc1nc2ccccc2c2oc(C(=O)NCC3COc4ccccc4O3)cc12 (stereo not given)	i	-0.1%	4.7µM*	4.8µM*	x	10%	2.3%	12	42	1
Cc1c(C(=O)N2CCC3(CC2)OCCO3)oc2ccc(S(=O)(=O)N3CCCCC3)cc12	i	-0.1%	-25%	-5%	-3.8%	32%	-2.0%	4.8	73	1.1
C=CCn1c(=O)c(C=Nc2cccnc2Cl)c(O)n(CCCC)c1=O	i	0.4%	0%	9%	-2.4%	17%	2.8%	-0.7	75	1.1
Cn1cc(C(=O)NP(=O)(N2CCOCC2)N2CCOCC2)c2ccccc21	i	-0.3%	-28%	2%	-1.4%	-28%	-0.6%	0.0	95	1
Cc1ccccc1C1=NCC(=O)N(CC(=O)N2CCCCC2)c2sc(C)c(C)c21	i	0.0%	-23%	5%	2.9%	9%	-3.7%	1.2	89	1.1
CN(C)c1ccc(CN2CC=C(c3ccc(F)cc3)CC2)cc1	i	-0.2%	-17%	-12%	-0.7%	-12%	2.3%	3.8	53	1.1
CC1CN=C(NCc2ccccc2Cl)S1 (stereo not given)	x	-0.2%	39%	-47%	x	33%	2.9%	-0.6	64	x
CCCSP1(=S)NCCCO1 (stereo not given)	i	-0.2%	-1%	20%	-0.1%	-18%	-6.6%	1.8	37	1
OC1(c2ccccc2F)CC2CCC(C1)N2CCN1CCOCC1 (stereo not given)	i	-0.1%	-5%	0%	-1.7%	-21%	3.5%	3.1	60	1.1
CCC(=O)c1ccc(OC)c(OC)c1	i	0.3%	-28%	16%	-0.6%	25%	-1.7%	-1.2	104	1.2
CN1C(=O)N(C)C(=O)C2(Cc3cc(NC(=O)c4ccc(F)cc4)ccc3N3CCCC32)C1=O (stereo not given)	x	-0.1%	-8%	-4%	x	-28%	0.6%	1.0	67	x
CN1CCN(c2ccc(C(N)=O)cc2N)CC1	x	0.2%	-14%	-6%	0.2%	-19%	-3.5%	0.0	54	1.1
Cc1ccc(-n2nc(C)c3c2NC(=O)CSC3c2ccc3c(c2)OCO3)cc1 (stereo not given)	i	-0.2%	-4%	0%	2.6%	-12%	-5.3%	1.2	47	0.9
CN1CCN(C(=S)SCC(=O)Nc2ccc(Cl)cc2C(=O)c2ccccc2)CC1	i	-0.3%	13%	-22%	-1.8%	25%	-1.8%	0.5	62	1
C[C@@H]1CC[C@H]2[C@@H](C)C(=O)O[C@@H]3O[C@@]4(C)CC[C@@H]1[C@]32OO4	x	-0.2%	-29%	9%	x	0%[20 µM]	0.7%	0.7	72	x
COC(=O)CN1C(=O)C2(C(C(=O)OC)=C(N)Oc3ccccc32)C2=C1CC(C)(C)CC2=O (stereo not given)	i	-0.1%	-7%	-5%	-1.2%	-9%	-11%	-0.4	70	1.2
COc1ccccc1Cn1c(SCC#N)nc2cc(C(=O)N3CCC4(CC3)OCCO4)ccc2c1=O	i	-0.4%	12%	12%	1.9%	9%	-4.7%	1.2	60	1
Cc1ccc(C2N(c3cc(C)on3)C(=O)C3CCCN32)cc1 (stereo not given)	i	0.0%	-21%	-8%	0.7%	14%	4.9%	-1.3	72	1
O=C(NC(Cc1ccccc1)C(=O)N1CCC2(CC1)OCCO2)C1CCCCC1 (stereo not given)	i	0.2%	40%	5%	0.1%	-63%	15%	2.7	68	1
O=C(N/N=C/c1c(O)n(-c2ccccc2)c(=S)[nH]c1=O)c1ccccc1	i	-0.1%	6%	18%	x	14%	2.7%	0.4	29	x
CC(=NCC1CCCO1)c1c(O)n(-c2ccc(Cl)cc2)c(=O)[nH]c1=O (stereo not given)	i	-0.2%	-20%	-5%	-0.7%	0%	-1.2%	-1.8	81	1.1
